PriA SSB inh: inhibitors of Klebsiella pneumoniae PriA binding to SSB C-terminal tail, primary screen, biochemical, AlphaScreen | hit rate 0.6% among 430,000 | AlphaScreen SSBct-PriA binding, biotinylated peptide | PriA–SSB C-terminal tail interaction (Klebsiella pneumoniae) | inhibition, % at 33 µM; in the data active = inhibition mostly above about 37%, no sharp cut-off; inactive = mostly below about 20%;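 note: plate controls were negative control peptide for no effect and reference peptide for full effect; strong numbers were not always called active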
VHR inh abs: VHR1 phosphatase inhibitors, primary screen, biochemical, absorbance, uHTS; hit rate 0.52% among 290,000; Dual specificity protein phosphatase 3 (Homo sapiens), P51452; inhibition, % at 13.3 µM; recombinant VHR phosphatase, pNPP absorbance; in the data active = inhibition above about 50%; note: some compounds called inactive have numbers as strong as hits
Target sequence (P51452 whole entry, looked up): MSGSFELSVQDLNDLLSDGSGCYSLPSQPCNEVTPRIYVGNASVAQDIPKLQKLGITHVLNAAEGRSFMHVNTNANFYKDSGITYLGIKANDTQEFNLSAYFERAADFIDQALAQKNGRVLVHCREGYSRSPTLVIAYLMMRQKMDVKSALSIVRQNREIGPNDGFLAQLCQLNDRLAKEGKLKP
Mtb UGM inh: M. tuberculosis UGM enzyme inhibitors, primary screen, biochemical, fluorescence polarization, single point; purified UGM, fluorescence polarization probe displacement; inhibition, % at 10 µM; hit rate 0.06% among 320,000; AID 504406, 2011; in the data active = inhibition above about 10%, passing the limit was not always enough
Target sequence (P9WIQ1 whole entry, looked up): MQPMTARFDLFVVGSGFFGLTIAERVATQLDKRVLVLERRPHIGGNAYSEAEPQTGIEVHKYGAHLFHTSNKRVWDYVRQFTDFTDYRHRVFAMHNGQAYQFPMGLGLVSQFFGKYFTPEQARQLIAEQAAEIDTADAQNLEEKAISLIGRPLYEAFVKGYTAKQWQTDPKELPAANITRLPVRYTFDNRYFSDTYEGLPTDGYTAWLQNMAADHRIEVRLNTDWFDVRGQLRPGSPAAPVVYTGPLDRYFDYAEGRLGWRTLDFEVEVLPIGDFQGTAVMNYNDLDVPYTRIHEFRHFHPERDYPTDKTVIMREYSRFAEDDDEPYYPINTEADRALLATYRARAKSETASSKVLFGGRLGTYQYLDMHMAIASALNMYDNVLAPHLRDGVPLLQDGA
Mtb FBA inh: Mtb FBA enzyme inhibitors, primary screen, biochemical, fluorescence, strain H37Rv | Fructose-bisphosphate aldolase (Mycobacterium tuberculosis (strain ATCC 25618 / H37Rv)), … | purified M. tuberculosis FBA, fluorescence read-out | inhibition, % at 1 µM | hit rate 2.3% among 360,000 | AID 588726, 2011; in the data active = inhibition above about 27%;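 note: 0% = vehicle and 100% = reference inhibitor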
Target sequence (P9WQA3 whole entry, looked up): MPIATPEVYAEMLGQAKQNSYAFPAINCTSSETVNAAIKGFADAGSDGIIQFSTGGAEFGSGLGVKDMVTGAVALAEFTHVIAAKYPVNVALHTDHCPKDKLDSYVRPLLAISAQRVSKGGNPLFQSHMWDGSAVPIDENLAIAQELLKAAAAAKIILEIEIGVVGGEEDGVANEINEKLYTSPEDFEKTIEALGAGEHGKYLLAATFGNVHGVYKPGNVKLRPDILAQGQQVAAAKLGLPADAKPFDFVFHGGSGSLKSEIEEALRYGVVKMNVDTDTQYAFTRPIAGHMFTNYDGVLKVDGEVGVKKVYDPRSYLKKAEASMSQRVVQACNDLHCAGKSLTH
3CLpro inhibitor: SARS-CoV 3CLpro protease inhibitors, primary screen, biochemical, quenched FRET. Replicase polyprotein 1ab (Severe acute respiratory syndrome coronavirus), P0C6X7. inhibition, % at 6 µM. hit rate 0.14% among 290,000. recombinant SARS-CoV 3CLpro, quenched FRET peptide cleavage; in the data active = inhibition above about 12%
MazEF act: activators of E. coli MazEF toxin-antitoxin RNase, primary screen, biochemical, fluorescence, uHTS; Endoribonuclease toxin MazF (Escherichia coli (strain K12)), P0AE70; FAM/BHQ RNA-DNA oligo cleavage fluorescence, 5 h; activation, % at 20 µM; hit rate 0.32% among 350,000; AID 504720, 2011; in the data active = activation above about 50%
Target sequence (P0AE70 whole entry, looked up): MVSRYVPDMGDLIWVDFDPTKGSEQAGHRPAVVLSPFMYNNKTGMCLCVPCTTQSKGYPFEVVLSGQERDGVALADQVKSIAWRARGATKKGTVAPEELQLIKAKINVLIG
BioA inh: M. tuberculosis BioA enzyme inhibitors, primary screen, biochemical, plate reader, single point, HTS; inhibition, % at 9.99 µM; 7,8-diaminopelargonic acid synthase BioA (Mycobacterium tuberculosis); purified M. tuberculosis BioA enzyme; hit rate 0.096% among 360,000; in the data active = inhibition above about 40%
Rv3671c protease: Rv3671c serine protease inhibitors, primary screen, biochemical, fluorescence polarization, M. tuberculosis H37Rv; P9WHR9; inhibition, % at 5.96 µM; hit rate 0.048% among 320,000; AID 2606, 2010; in the data active = inhibition above about 38%;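 note: extracellular domain of Rv3671c used as enzyme; 0% = enzyme with DMSO and 100% = no enzyme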
GDH-TPI counter: GDH-TPI coupling enzyme inhibitors, primary screen, artefact control for M. tuberculosis FBA inhibitor project, biochemical, absorbance, full deck; GDH-TPI coupled enzyme counterscreen, NADH absorbance; inhibition, % at 4.8 µM; hit rate 1.2% among 360,000; AID 588335, 2011; in the data active = inhibition above about 30%;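 note: 0% = DMSO wells and 100% = wells lacking the enzyme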
BH1578 lux ind: inducers of Vibrio cholerae quorum light production without autoinducers, primary screen, BH1578 luxS cqsA deficient, single point | AID 588436, 2011 | activation, % at 18.7 µM | hit rate 0.16% among 350,000 | V. cholerae BH1578 lux reporter, luminescence, 6 h; in the data active = activation mostly above about 9.7%, no sharp cut-off; note: not every result past the cut was called active; inactives centre near 0; reference of the scale not given here
The depositor's hits bear a star; i = inactive; / = not tested or not shown; & = joins results of further samples. Some of the compounds tested (hit frequency here may not be typical).

Sequence of screens – BioA inh	MazEF act	3CLpro inhibitor	PriA SSB inh	BH1578 lux ind	Mtb UGM inh	Rv3671c protease	Mtb FBA inh	VHR inh abs	GDH-TPI counter
COc1ccc(CCCC(=O)Nc2cc(C)ccc2OC)cc1
→ 9.6	-3	0	-28	1.2	1.0	4	0	4	20
CC1CCN(C(=O)COC(=O)c2cccs2)CC1
→ 0.2	3	/	-5	i	-0.1	3	1	/	3
CCOc1ccccc1NC(=O)N1CCc2ccccc2C1
→ -0.8	-3	-7	-5	-0.5	-3.0	-9	-2	32	1
COc1cccc(-c2nnc(-c3ccccc3NC(=O)c3ccc(C(C)(C)C)cc3)o2)c1
→ -0.7	-5	0	-4	-0.7	1.0	6	4	20	7
CC(=O)Nc1cccc(NC(=O)c2ccc(C)c([N+](=O)[O-])c2)c1
→ /	2	2	11	1.7	2.6	-4	1	18	7
COc1cccc(/C=C/c2ccc3cccc(O)c3n2)c1
→ -1.4	-2	0	-9	-0.4	0.8	5	0	10	12
O=C(COC(=O)c1ccc2ncsc2c1)Nc1cc(Cl)ccc1F
→ 0.6	2	/	-17	0.9	/	/	-1	/	-2
COc1cccc(C(=O)NCc2ccc3c(c2)cc(C)n3C)c1
→ /	6	-5	15	i	2.0	-4	5	10	3
O=C(O)CSc1nnc(-c2cccs2)n1-c1ccc(Cl)cc1
→ 5.3	1	1	-3	i	3.4	-6	0	12	5
CCCCN(C(=O)c1ccc(-c2ccc(Cl)cc2)o1)c1c(N)n(CC(C)C)c(=O)[nH]c1=O
→ -0.7	-16	/	-5	0.7	-1.1	7	2	/	4
COc1ccc(CN2CCCC(C(=O)c3cccc(C(F)(F)F)c3)C2)cc1O (centres undefined)
→ -0.6	-3	-3	-16	-0.2	3.7	-2	-2	16	-1
C/C(=N\NC(=O)c1cc(C)[nH]n1)c1cccs1
→ 2.2	8	1	/	0.1	4.7	-7	-4	42	-5
Cc1c(C(=O)/C=C/N(C)C)nnn1-c1ccc(Cl)cc1C#N
→ -1.0	5	-1	-9	-0.6	0.0	-13	-4	22	46*
COc1ccc(S(=O)(=O)N2CCC(C(=O)NC3CCCCC3)CC2)cc1C
→ 0.2	7	0	-5	i	-1.0	9	-2	-3	2
Cc1ccc(C#N)c(SCC(=O)Nc2nccs2)n1
→ /	3	-2	-9	0.1	3.2	-9	5	-15	3
COc1ccccc1NC(=O)C1CC(=O)OC1c1ccccc1 (centres undefined)
→ 0.0	-2	1	-3	-0.4	-2.0	-2	-1	36	10
Cc1ccccc1-c1nc(CN2CCC(C(=O)N3CCN(c4ccccn4)CC3)CC2)c(C)o1
→ -1.0	5	-1	5	-0.2	0.4	9	8	-2	-5
CC1(c2ccccc2)NC(=O)N(CC(=O)N2CC(=O)Nc3ccccc32)C1=O (centres undefined)
→ /	-4	/	-9	/	-2.7	-4	0	/	-8
COC(=O)c1cc(=O)n(Cc2cccs2)c(=Nc2ccccc2)s1
→ /	-1	3	7	i	-0.2	-13	23	29	17
O=C(NC1CCCCC1)c1csnn1
→ /	5	/	-16	1.0	/	/	1	/	4
COc1cccc(-c2nnn(C/C(N)=N/O)n2)c1
→ -2.5	-8	5	/	-0.3	-1.1	-9	2	-10	6
COc1ccc(/C=C/C2=NN(Cc3ccccc3)C(=O)CC2)cc1
→ /	1	4	-6	-0.3	0.8	-1	-5	26	27
CSc1ncccc1C(=O)OCC(=O)N(CC(C)C)c1c(N)n(Cc2ccccc2)c(=O)[nH]c1=O
→ 0.8	0	0	6	0.6	-0.6	0	0	16	1
CCCOc1ccc(S(=O)(=O)N2C(=O)CC(=O)N(Cc3ccc(OCC)cc3)C2=O)cc1
→ /	0	3	-2	/	2.1	-4	/	1	/
Cc1scc(C(=O)N/N=C/c2ccsc2)c1C
→ 1.0	-4	2	/	-0.3	1.4	5	6	6	8
CCCC(=O)Nc1ccc(Cl)c(NC(=S)NC(=O)c2ccco2)c1
→ /	0	-1	-7	-0.1	-1.3	-6	-3	26	18
CC1C(=O)N(Cc2cn(CCC3OCCCO3)nn2)CCS(=O)(=O)N1Cc1ccc(-c2ccc(Cl)nc2)cc1 (centres undefined)
→ -1.0	6	/	/	-2.1	/	/	1	/	14
O=C(NCc1ccccn1)c1cc(S(=O)(=O)N2CCN(c3ccccc3)CC2)ccc1Cl
→ 0.7	3	1	9	i	-3.3	1	0	30	-11
Clc1ccc(Cn2ccc3ccccc32)cn1
→ -0.2	2	1	-12	0.3	1.2	-8	5	/	2
CCN(CCCNS(=O)(=O)c1cc(-c2cc(C)no2)ccc1C)Cc1ccccc1
→ 0.6	8	-4	2	i	-1.3	-5	1	8	-1

The list continues.
Sequence of screens – BioA inh	MazEF act	3CLpro inhibitor	PriA SSB inh	BH1578 lux ind	Mtb UGM inh	Rv3671c protease	Mtb FBA inh	VHR inh abs	GDH-TPI counter
O=C(Nc1c(F)c(F)c(F)c(F)c1F)c1ccc(Br)o1
→ -0.1	-7	/	/	1.6	/	/	3	/	12
COc1ccccc1NC(=O)NNC(=O)CN1C(=O)COc2ccccc21
→ -0.2	4	6	-6	-0.9	1.3	3	-1	30	-3
C=CC[C@@H](Cc1ccc(F)cc1)C(=O)OC[C@@H]1CCCN1C(=O)[C@@H](CC=C)CC(=O)N(CCO)Cc1ccccc1
→ 0.8	6	/	-11	-0.5	-0.7	3	-2	/	-4
Cc1ccc(N2CCN(/N=C/c3sccc3C)CC2)cc1
→ 1.7	8	3	/	-0.2	1.8	-5	1	3	26
CCCC(=O)N1CCC(Cc2ccccc2)CC1
→ -1.8	-27	-2	-17	-2.0	2.1	5	-2	12	14
O=C(CN1CCN(c2ccccc2)CC1)N1CCN(c2ccccc2)CC1
→ 0.4	3	7	-3	i	2.1	-2	0	22	6
CCC(CC)C(=O)Nc1cccc(C(=O)NCc2ccco2)c1
→ -0.1	2	-3	-1	-0.5	-2.1	-6	3	1	-4
CN1C(C)(C)CC(NC(=O)c2ccco2)CC1(C)C
→ 1.2	6	1	3	-0.2	-1.7	1	5	80	-4
CN(C)CC(CCC(CN(C)C)C(O)(c1ccccc1)c1ccccc1)C(O)(c1ccccc1)c1ccccc1 (centres undefined)
→ /	15	0	8	/	/	/	/	27	/
COc1ccccc1C(c1nnnn1C(C)(C)C)N1CCN(C(=O)c2ccco2)CC1 (centres undefined)
→ -0.2	-4	1	-8	i	1.4	1	2	-8	10
CCOc1ccccc1C(=O)NC(C)c1ccc(-n2ccnc2)cc1 (centres undefined)
→ 37	4	1	-9	i	1.8	2	3	10	-2
COc1ccc(Br)cc1C(=O)NCc1cccnc1
→ 1.2	0	-1	-1	i	2.3	-18	-3	-4	-3
CSc1ccccc1NC(=O)c1onc(C)c1Cl
→ 5.9	9	-6	-13	-0.1	1.5	-5	0	-13	-11
COc1cccc(OC)c1C(=O)OCC(=O)Nc1ccc(OC(F)(F)F)cc1
→ -1.2	12	1	-7	-0.3	-0.6	-4	-1	2	-4
CCc1cccc(CC)c1NC(=O)CO/N=C(\C)c1cccs1
→ /	-3	-3	/	2.3	-4.1	2	7	-22	1
CC(C)CC(NC(=O)C(CC(C)C)NC(=O)OC(C)(C)C)C(N)=O (centres undefined)
→ /	-30	-2	-12	-0.3	1.9	10	3	22	10
CC(=O)N1CCN(CC(=O)Nc2c(Cl)cc(Cl)cc2Cl)CC1
→ 0.2	12	-3	-7	-0.5	-0.7	-3	-2	8	3
CC1C(=O)N2CCCc3cc(NC(=O)C4CCCCC4)cc1c32 (centres undefined)
→ 0.8	-1	/	-6	-0.3	3.7	8	1	/	7
O=C(/C=C/c1ccco1)NC(=S)Nc1ccc(Cl)cn1
→ -2.2	5	7	7	i	/	-11	3	16	8
COc1cccc(NC(=O)CN2CCSc3ccccc32)c1
→ /	5	3	16	-0.1	-1.0	-8	5	34	-1
CCC(C)c1ccccc1N1CC(C(=O)N2CCN(S(=O)(=O)c3ccccc3Br)CC2)CC1=O (centres undefined)
→ 3.2	5	/	4	-0.7	1.9	-1	-2	/	1
C[C@H](CO)N1C[C@H](C)[C@@H](CN(C)C)Oc2c(NS(=O)(=O)c3cn(C)cn3)cccc2C1=O
→ -0.6&-1.2	2	/	-9	-0.5	1.9	0	1	/	-2
CCOc1ccc(-n2c(SCC(=O)Nc3ccccc3CC)nc3n[nH]c(C)c3c2=N)cc1
→ /	/	2	/	/	-1.2	-10	/	14	/
O=C(CCc1ccc(S(=O)(=O)N2CCOCC2)cc1)NCCc1ccccn1
→ -1.8	3	-2	-9	i	-0.6	-5	-1	7	6
CCC(CC)C(=O)NCc1cccnc1
→ /	2	-2	-3	i	-1.7	11	1	12	-2
O=C(NC(=S)Nc1ccccc1Cl)c1csnn1
→ 1.3	-6	8	9	i	-0.3	0	2	10	8
Cc1ccc(CNC(=S)NC2CCC(C(C)(C)C)CC2)cc1 (centres undefined)
→ -0.6	-6	-4	-9	i	-4.5	/	-1	-15	-1
Cc1ccc(CCC(=O)Nc2ccc(Br)cc2)o1
→ -1.3	-3	0	-2	-0.9	0.9	/	5	16	-3
O=C(COc1ccc([N+](=O)[O-])cc1)Nc1ccc2c(c1)nc1n2CCOC1
→ -1.1	3	-3	1	-0.6	-1.4	-4	2	1	8
C[C@@H]1CN([C@H](C)CO)C(=O)c2c(c3ccccc3n2C)-c2ccccc2CO[C@H]1CN(C)Cc1ccc(-c2ccccc2)cc1
→ /	-12	/	/	-0.3	/	/	-1	/	2

One compound at a time, from the list above. Order of screens: BioA inh, MazEF act, 3CLpro inhibitor, PriA SSB inh, BH1578 lux ind, Mtb UGM inh, Rv3671c protease, Mtb FBA inh, VHR inh abs, GDH-TPI counter
Shown for CC(=O)Nc1cccc(NC(=O)c2ccc(C)c([N+](=O)[O-])c2)c1 : /, 2, 2, 11, 1.7, 2.6, -4, 1, 18, 7
Shown for CCCOc1ccc(S(=O)(=O)N2C(=O)CC(=O)N(Cc3ccc(OCC)cc3)C2=O)cc1 : /, 0, 3, -2, /, 2.1, -4, /, 1, /
Shown for CC(C)CC(NC(=O)C(CC(C)C)NC(=O)OC(C)(C)C)C(N)=O (centres undefined) : /, -30, -2, -12, -0.3, 1.9, 10, 3, 22, 10

(cont.)
Sequence of screens – BioA inh	MazEF act	3CLpro inhibitor	PriA SSB inh	BH1578 lux ind	Mtb UGM inh	Rv3671c protease	Mtb FBA inh	VHR inh abs	GDH-TPI counter
CCC(=O)c1ccc(OCC(=O)OCC(=O)Nc2ccc3c(c2)OCCO3)cc1
→ -1.1	1	/	-3	i	1.3	1	-2	/	7
CCOC(=O)C(C)Oc1cccc2c(=O)n(CC(=O)Nc3ccc(OCC)cc3)ccc12 (centres undefined)
→ -1.7	-23	4	-6	-1.5	-2.4	-5	5	-27	20
O=C(Nc1cc2ccccc2oc1=O)c1ccccc1
→ /	9	2	-29	-0.2	-0.1	-15	5	41	13
CCC(=O)Nc1cccc(C2=NOC3(C2)C[C@H](C(N)=O)N(C(=O)c2ccc(Cl)cc2)C3)c1 (some centres undefined)
→ 3.5	9	/	-4	i	-0.3	-1	6	-12	16
COc1ccc2[nH]c3c(c2c1)CCN1C(=O)C(CC(=O)NCCc2ccccn2)C[C@H](C(=O)N2CCOCC2)[C@@]31CCC1CCCC1 (some centres undefined)
→ 0.4	1	/	4	0.0	/	/	4	/	5
CN(C)CCCN(C(=O)c1ccc(S(=O)(=O)N2CCCC2)cc1)c1nc2ccc(Br)cc2s1
→ -0.6	25	0	19&-1	-0.6	-1.5	1	2	6	-1
COc1ccc(NC(=O)CCC(=O)NCCO)cc1
→ /	-3	-2	-1	-0.3	1.7	12	4	0	4

Screens: PubChem, several laboratories
